# IP6K1 inh: blocks human inositol hexakisphosphate kinase 1. Q92551. IP6K1 kinase, ADP-Glo luminescence, 2 h; hits give low values. activity change, % (series mostly up to about 58 µM). 0.81% of 140,000 active; in the data active = activity change below about -25%
# Target sequence (Q92551 whole entry, looked up): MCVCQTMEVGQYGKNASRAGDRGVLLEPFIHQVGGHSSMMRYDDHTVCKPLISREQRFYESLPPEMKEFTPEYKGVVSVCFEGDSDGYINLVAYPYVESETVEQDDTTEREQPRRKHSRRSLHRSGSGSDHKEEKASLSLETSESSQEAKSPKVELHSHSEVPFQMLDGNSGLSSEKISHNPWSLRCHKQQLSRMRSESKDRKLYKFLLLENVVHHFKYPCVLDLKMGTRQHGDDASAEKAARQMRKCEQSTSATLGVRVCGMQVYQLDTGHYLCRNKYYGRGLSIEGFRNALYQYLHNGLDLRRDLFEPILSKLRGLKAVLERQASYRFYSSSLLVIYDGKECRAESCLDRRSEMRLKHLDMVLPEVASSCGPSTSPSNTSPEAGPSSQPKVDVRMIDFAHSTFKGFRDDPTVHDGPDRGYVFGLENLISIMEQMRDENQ
#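 ADP-Glo luminescence measures ADP made by human IP6K1 during a 2 h RT reaction with ATP/IP6 (mix at 1.3 mM/130 uM); top library doses 57.5 and 19.1 uM final.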
# GPT2 inh: blocks human glutamate pyruvate transaminase 2; AID 1671188; 0.25% of 100,000 active; Recombinant GPT2, coupled pyruvate oxidase/HRP Amplex Red fluorescence; Potency, µM (titrated, usually from 57.7 µM), for inactives: top-dose activity change, negative = inhibition, hits mostly inhibitors; also: potency is read from the fitted curve at half-maximal effect; nearly all actives have a fitted effect of over 60% in size; many of its hits are not listed in these tables
#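 Inhibition is scored from Amplex Red fluorescence generated when pyruvate oxidase and HRP act on pyruvate released by GPT2. Reactions contain 10ng/uL enzyme, 250uM a-KG and 2mM L-alanine and run 30 min at room temperature.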
# 3T3 cytotox: NIH 3T3 cell cytotoxicity | Potency, µM (titrated, usually from 96.7 µM), for inactives: at the highest dose activity change, negative = cytotoxicity, usual class: inhibitors | NIH 3T3 viability, CellTiter-Glo ATP luminescence, 48-72 h | 4.3% of 94,000 active; also: potency is read from the fitted curve at half-maximal effect; nearly all actives have a fitted effect of over 55% in size
#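 ATP-dependent luminescence (CellTiter-Glo) served as the viability signal for NIH 3T3 cells treated with compound for 48 or 72 hr at 37 °C.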
# FLuc inh: blocks purified firefly luciferase enzyme activity; purified P. pyralis luciferase, luminescence, biochemical; P08659; Potency, µM (doses to about 115 µM), without a hit: at the top dose activity change, negative = inhibition, hits mostly inhibitors; 2.5% of 76,000 active; also: potency is read from the fitted curve at half-maximal effect; nearly all actives have a fitted effect of over 65% in size
# Target sequence (P08659 whole entry, looked up): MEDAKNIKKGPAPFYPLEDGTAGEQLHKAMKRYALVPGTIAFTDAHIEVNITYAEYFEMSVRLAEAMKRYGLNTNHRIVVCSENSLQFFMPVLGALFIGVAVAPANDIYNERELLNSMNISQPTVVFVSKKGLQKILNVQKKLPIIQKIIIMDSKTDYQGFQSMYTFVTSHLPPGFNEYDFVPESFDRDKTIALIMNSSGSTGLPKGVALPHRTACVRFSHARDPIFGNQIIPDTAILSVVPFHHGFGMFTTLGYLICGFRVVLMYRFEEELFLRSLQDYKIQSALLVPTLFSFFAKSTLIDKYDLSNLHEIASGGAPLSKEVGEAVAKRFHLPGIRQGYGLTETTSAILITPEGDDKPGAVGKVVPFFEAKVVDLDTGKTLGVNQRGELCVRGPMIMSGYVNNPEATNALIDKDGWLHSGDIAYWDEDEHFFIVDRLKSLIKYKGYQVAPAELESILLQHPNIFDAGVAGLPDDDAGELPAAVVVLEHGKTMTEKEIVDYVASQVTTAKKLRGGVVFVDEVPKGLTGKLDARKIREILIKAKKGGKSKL
#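 Inhibitors were tested against purified firefly luciferase in a biochemical, low-substrate format (both substrates at 10uM) and luminescence measured with a CCD imager.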
# HEK cytotox: cytotoxic compounds in HEK 293 cells | HEK 293 viability, ATP luminescence (CellTiter-Glo), 48-72 h | Potency, µM (top dose mostly 115 µM), for the others: at the top dose activity change, negative = cytotoxicity, actives largely listed as inhibitors | 6.6% of 94,000 active; also: potency is read from the fitted curve at half-maximal effect; nearly all actives have a fitted effect of over 60% in size
#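 qHTS cytotoxicity; HEK 293, 250 cells/well; compound pinned; 48 or 72 hr, 37 degree Celsius, 5% CO2, 95% humidity; CellTiter-Glo, 10 min RT; luminescence (ATP).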
# SNCA expr inh: inhibitors of alpha-synuclein (SNCA) gene expression; HEK-293 SNCA-luciferase knock-in, luminescence, 24 h; Potency, µM (highest dose often 57.2 µM), for inactives: at the highest dose activity change, negative = inhibition, usual class: inhibitors; 0.17% of 140,000 active; AID 1671194;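 also: potency is read from the fitted curve at half-maximal effect; plate controls were DMSO cells for no effect and cell-free wells for full effect; nearly all actives have a fitted effect of over 45% in size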
# SNCA viab count: reduces viability of HEK-293 SNCA reporter cells. HEK-293-SNCA-luc viability, GF-AFC fluorescence, 24 h. Potency, µM (doses to about 57.1 µM), for inactives: at the highest dose activity change, negative = cytotoxicity, actives largely listed as cytotoxic. 0.12% of 150,000 active. AID 1671193;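 also: potency is read from the fitted curve at half-maximal effect; 0% = DMSO-treated cells and -100% = medium-only wells without cells; nearly all actives have a fitted effect of over 30% in size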
#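 HEK-293-SNCA-luc cells (1500/well) plated 24 h, then exposed 24 h to a dilution series; GF-AFC added 30 min at 37C, fluorescence 405/540 nm; normalised to medium-only and DMSO wells, Hill fit.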
# The depositor's hits bear a star; i = inactive; ? = inconclusive; / = not tested or not shown; & = joins results of further samples; [ ] = another dose, or the depositor's remark. Unless noted, calls follow the shape of the dose curve; as a rule, active = well fitted curve in the direction sought with a large enough effect; inconclusive = small, poorly fitted or top-dose-only effect, or another doubt; inactive = no such curve, though single readings can be large; an effect the other way counts as inactive or inconclusive. Unless noted, % is scaled to controls: 0 for no effect and ±100 for the full control effect.
molecule,IP6K1 inh,FLuc inh,SNCA viab count,3T3 cytotox,GPT2 inh,SNCA expr inh,HEK cytotox
O=C(O)Cn1nc(C2CCOCC2)nc1CC1NC(=O)NC1=O (configuration not stated),8.4,-14.7%,-7.1%,i,i,-26.5%,?
COCCc1noc([C@@H]2CC(F)(F)CN2C(=O)c2ocnc2C)n1,-2.6,-5.3%,9.2%,i,i,41.7%[activator],0.6%
O=C(c1ccccc1)N(Cc1ccco1)Cc1cccs1,4.9,/,12.1%,/,/,-1.8%,/
COCCN1C(=O)[C@@H]2C[C@@H](CN2Cc2ccccn2)Oc2ccccc21,-6.5,11.1%[172 µM],-3.7%[87.6 µM],?,-6.7%[88.5 µM],-18.9%[87.6 µM],?
CCS(=O)(=O)N1CCC(N2CCCC(C(=O)NCCc3ccccc3)C2)CC1 (configuration not stated),-11.2,8.0%,10.1%,-2.0%,3.4%,-6.2%,-23.1%
O=C(c1cc(-c2ccc(F)cc2)nc2ccccc12)N1CCCC(c2nc(C3CCOCC3)no2)C1 (configuration not stated),5.2,?,-25.9%,?,i,7.3%,?
O=S(=O)(c1ccc2c(c1)CCC2)N1CCCC1c1nncn1-c1ccccc1 (configuration not stated),10.9,/,2.0%,-26.9%,2.0%,-9.8%,-9.8%
CCCCCC(=O)N1CCC(O)(c2csc(CN3CCN(c4ccccn4)CC3)n2)CC1,2.9,2.4%,-4.6%,-3.7%,-27.0%,-21.9%,?
Cc1cccc(-c2nc3c4ccccc4nc(NCCc4ccccc4)n3n2)c1,-24.0,/,5.8%,/,/,130.0%[activator],/
COCC(=O)N(C[C@H]1O[C@@H](CC(=O)NC(C)C)[C@H](O)[C@@H]1O)C[C@H]1O[C@@H](CC(=O)NC(C)C)[C@H](O)[C@@H]1O,10.8,1.8%,?,1.8%,-4.9%,18.8%,-2.1%
Oc1ccc2ccccc2c1SSc1c(O)ccc2ccccc12,/,/,2.8%&1.3%,/,?,-1.2%&6.9%,/
CCCS(=O)(=O)N1CCc2nn(CC3CC3)c(=O)n2CC1,7.1,1.6%,?,-10.5%,i,?,3.1%
CC(C)c1ccc(NC(=O)C2CCCN(S(=O)(=O)c3ccc4[nH]c(=O)oc4c3)C2)cc1 (configuration not stated),-2.8,/,-10.5%,/,/,-0.4%,/
CCCc1cc(=O)[nH]c(SCc2nc(-c3ccc(OC)cc3)no2)n1,18.6,/,-16.4%,/,/,8.3%,/
CNC(=O)c1cc(C2CC2)nc2c1c(C1CCCN(C(=O)N(C)C)C1)nn2C (configuration not stated),-4.9,/,/,-21.7%,/,/,-15.0%
COc1ccc(C(=O)N2[C@@H]3CC[C@H]2CC(NC(=O)c2ccncc2)C3)cc1OC (some centres not stated),13.5,5.7%,5.0%,-9.0%,i,10.4%,-3.1%
COc1ccc(-c2ccc(C(=O)Nc3cccc(Cl)c3)c(Cl)c2)nn1,-15.2,/,/,-17.3%,/,/,?
COc1ccc(CCNC(=O)CCc2c(C)c3cc4c(C)c(C)oc4cc3oc2=O)cc1OC,-23.8,/,5.0%,/,/,-9.0%,/
Cc1cc(C(=O)NC2CCc3nnc(C4CC4)n3CC2)c(C)n1Cc1ccco1 (configuration not stated),6.8,?,-4.1%,-16.1%,-27.3%,6.0%,-10.1%
COC[C@@H]1CN(C(=O)c2ccccc2OC)C[C@H]1c1ccccn1,0.0,-12.1%,2.5%,-10.2%,-25.4%,23.6%,-17.2%
COc1cc(CNCCSc2nnnn2C)ccc1OCc1ccccc1,2.2,/,-25.4%,/,/,107.9%[activator],/
CCN1c2cc(C(=O)NCc3ccccc3Br)ccc2C(=O)N2CCCCC21 (configuration not stated),-3.3,-10.8%,27.5%[12.5 µM],-22.7%,2.3%,?,?
Cc1nc(N2CCC(C(=O)NCc3cccc(Cl)c3)CC2)cc(C(F)(F)F)n1,0.0,2.9%,1.0%,?,-11.2%,?,?
O=C(c1ccc2nc(-c3ccncc3)oc2c1)N1CCOCC1,16.6,/,-2.2%,-26.9%,3.7%,1.1%,-21.1%
N#Cc1ccccc1-c1ccc(-c2cn(Cc3nnc4ccccn34)nn2)o1,-6.2,-24.2%,3.8%,-1.3%,3.0%,-20.9%,i

# Other results:
molecule,IP6K1 inh,FLuc inh,SNCA viab count,3T3 cytotox,GPT2 inh,SNCA expr inh,HEK cytotox
COc1ccc(-c2c(C)nn3c(C(F)(F)F)cc(-c4ccccc4)nc23)cc1,3.1,/,-14.9%,/,/,?,/
COCc1noc([C@@H]2CC(F)(F)CN2C(=O)C2CCC2)n1,21.3,-0.2%,2.8%,-0.2%,2.2%,14.1%,-2.0%
COc1cccc(C(=O)N2CCC(n3cc(-c4nc(C5CC5)no4)nn3)C2)c1 (configuration not stated),17.4,6.1%,-8.3%,-23.2%,4.9%,1.1%,-26.7%
CC(C)CCN1CCn2c(nnc2-c2ccccc2)C1,20.9,/,-1.5%[87.6 µM],?,-12.0%[88.5 µM],26.8%[87.6 µM],-9.9%[172 µM]
CN(CCc1noc(C2CN(C(=O)CN3CCOCC3)C2)n1)S(C)(=O)=O,0.7,-2.2%,5.0%,0.3%,i,0.6%,-0.4%
CO[C@H]1[C@H](NC(=O)Cc2ccccc2)c2ccccc2C12CCNCC2,23.7,3.9%,-9.4%,-2.9%,1.2%[11.5 µM],3.3%,-29.6%
CCOC(=O)c1ccc(NC(=O)CC2NCCNC2=O)cc1 (configuration not stated),2.2,/,1.5%,/,/,10.0%,/
COC(=O)c1ccc2nc(C)cc(Nc3cccc(Cl)c3C)c2c1,11.7,/,-4.3%,/,/,0.4%,/
COc1ccccc1OCCNC(=O)CC1=C2CCCCC2N(Cc2ccccc2)C1=O (configuration not stated),5.7,9.8%,-11.1%,-20.4%,-5.3%,-1.1%,?
O=C(Nc1ccc(-c2ccnc(Nc3ccc(N4CCOCC4)cc3)n2)cc1)C1CCCN1 (configuration not stated),-17.2,/,-2.9%,/,?,/,/
Fc1cc(F)cc(Cc2nc3nccc(-c4cccs4)n3n2)c1,-6.0,-12.6%,-7.7%,?,i,11.5%,?
COc1ncc(CN2CCC3(CC2)OC(=O)N(Cc2ccccc2)C3(C)c2ccccc2)cn1 (configuration not stated),-5.4,-7.3%,3.8%,-14.6%,-5.6%,10.9%,?
COc1cc(OC(F)(F)F)ccc1C(=O)NCc1nnc2n1C(C(=O)O)CC2 (configuration not stated),9.5,/,-2.4%,-9.0%,-13.3%,-11.4%,1.2%
CN1CC(=O)N(C2CCCC2)Cc2c(NCc3ccc(F)cc3)ncnc21,-10.1,5.9%,8.3%,?,?,8.4%,?
O=C(CSc1nc2c(oc3ccccc32)c(=O)n1Cc1ccco1)Nc1ccccc1,28.9,/,-15.4%,/,/,18.4%,/
COc1ccc(C(=O)N[C@@H]2CCC[C@@H]2C(=O)N2CCN(c3cc(C)ccc3C)CC2)cn1,1.6,6.3%,?,i,i,-19.1%,i
Cn1nc(C2CC2)cc1NC(=O)c1ccc(Cl)nc1,12.5,/,4.6%[87.6 µM],-25.8%[138 µM],-2.5%[88.5 µM],-11.0%[87.6 µM],-6.0%[172 µM]
COCc1ccc(C(=O)N2CCn3nc(CCC(=O)NC4CC4)cc3C2)o1,8.4,-1.3%,-1.7%,i,-0.3%,-2.5%,-2.3%
COc1ccccc1NC(=O)Cn1ccn2nc3c(c2c1=O)CCCCC3,16.4,4.1%,-24.9%,i,i,0.6%,8.8%
O=C(c1cnccn1)N1CCN(C(=O)N2CC3CC(C2)[C@H]2CCCC(=O)N2C3)CC1 (some centres not stated),5.5,11.7%,10.2%,3.0%,i,14.2%,1.1%
CC(C)CNC(=O)c1ccc2nnc(C(C)(C)C)n2c1,7.4,/,0.1%[87.6 µM],-21.4%[138 µM],-0.4%[88.5 µM],11.8%[87.6 µM],-0.1%[172 µM]
CCCCn1cc(S(=O)(=O)c2ccc(F)cc2)c(=O)c2ccccc21,2.1,/,13.9%,/,/,20.1%,/
Cc1ccccc1C(=O)N1CC(C(=O)N(C)C)C2(CCOCC2)C1 (configuration not stated),2.8,-3.4%,17.1%,-3.4%,i,31.1%[activator],0.8%
Cc1c2cnn(CC(=O)NC(C)C)c(=O)c2c(C)n1Cc1ccccc1Cl,0.7,/,-3.2%,/,/,128.1%[activator],/
Cc1cccc(C(C(=O)N2CCN(Cc3noc(C)n3)CC2)N(C)C)c1 (configuration not stated),18.8,0.0%,2.4%,-1.8%,-13.8%[11.5 µM],-15.8%,-4.8%

# (listing goes on)
molecule,IP6K1 inh,FLuc inh,SNCA viab count,3T3 cytotox,GPT2 inh,SNCA expr inh,HEK cytotox
CC1CCCCN1Cc1c(O)ccc2c(=O)c(-c3ccc(Cl)cc3)coc12 (configuration not stated),-2.9,/,-13.3%,/,/,87.5%[activator],/
Cc1ccc(CNc2ccc3cc(S(=O)(=O)N4CCCCC4)ccc3n2)cc1,18.8,/,3.2%,/,/,?,/
COc1ccc2c(ccn2CCNC(=O)Cn2nc3c(cc2=O)CCCCC3)c1,24.1,2.0%,-10.8%,i,4.2%,-13.9%,3.8%
COc1cccc(N2C(=O)NC(=NC3CCCCC3)C23CCN(CCC(C)C)CC3)c1,-8.3,/,2.9%,i,i,-7.1%,-3.2%
Cc1ccc(C2Cn3nnc(C(=O)N4CCC(C(=O)NCc5ccco5)CC4)c3CO2)cc1 (configuration not stated),4.5,31.6µM*,-6.3%,i,1.3%,67.8%[activator],2.6%
O=C(C1CC1)N(C1CCOCC1)C1CCN(S(=O)(=O)C2CC2)CC1,-16.5,8.3%,6.6%,?,i,15.0%,-3.5%
CC(=O)N1CCN(C(=O)c2nc3cccnc3n(CCc3ccccc3)c2=O)CC1,-6.3&5.5,/,0.6%[12.5 µM],-0.3%,-4.9%,-11.3%&1.6%,3.5%&-1.2%
CN(Cc1ccc(C(=O)O)cc1)c1ccc(OCc2c(-c3c(Cl)cccc3Cl)noc2C2CC2)nc1C(F)(F)F,-7.7,/,?,/,i,/,/

# Compound profiles, as listed above. Values in the order: IP6K1 inh	FLuc inh	SNCA viab count	3T3 cytotox	GPT2 inh	SNCA expr inh	HEK cytotox
# CC1CCCCN1Cc1c(O)ccc2c(=O)c(-c3ccc(Cl)cc3)coc12 (configuration not stated) across the screens: -2.9	/	-13.3%	/	/	87.5%[activator]	/
# O=C(C1CC1)N(C1CCOCC1)C1CCN(S(=O)(=O)C2CC2)CC1 across the screens: -16.5	8.3%	6.6%	?	i	15.0%	-3.5%
# COc1ccc2c(ccn2CCNC(=O)Cn2nc3c(cc2=O)CCCCC3)c1 across the screens: 24.1	2.0%	-10.8%	i	4.2%	-13.9%	3.8%
# Cc1ccc(CNc2ccc3cc(S(=O)(=O)N4CCCCC4)ccc3n2)cc1 across the screens: 18.8	/	3.2%	/	/	?	/

# From PubChem BioAssay
